Screens: PubChem BioAssay, several laboratories
GSK3B inh: blocks human GSK3beta kinase activity. GST-GSK3beta kinase, ADP-Glo luminescence, 60 min; stronger effect = lower value. activity score (negative = inhibition), % at 10 µM. AID 2097. 0.038% of 300,000 active. P49841;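 active = more than half of replicate wells score below -50%, meaning over 50% inhibition versus plate controls; inconclusive = some replicates but at most half score below -50%; inactive = no replicate scores below -50%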;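 note: 0% = median DMSO wells and -100% = median GW8510 positive control wells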
Target sequence (P49841 whole entry, looked up): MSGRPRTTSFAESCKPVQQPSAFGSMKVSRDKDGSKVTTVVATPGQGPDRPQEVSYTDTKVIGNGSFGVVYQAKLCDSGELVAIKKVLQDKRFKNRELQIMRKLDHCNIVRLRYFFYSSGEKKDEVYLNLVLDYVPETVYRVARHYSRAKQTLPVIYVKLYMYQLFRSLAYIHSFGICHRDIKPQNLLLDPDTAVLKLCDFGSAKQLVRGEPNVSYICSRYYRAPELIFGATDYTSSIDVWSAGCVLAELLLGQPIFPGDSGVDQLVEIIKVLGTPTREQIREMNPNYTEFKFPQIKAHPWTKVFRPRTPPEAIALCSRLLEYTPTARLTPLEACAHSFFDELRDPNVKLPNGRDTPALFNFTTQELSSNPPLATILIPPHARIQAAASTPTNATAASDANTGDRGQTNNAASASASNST
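Test system: GST-fused GSK3beta enzyme, cell-free | Quantity: 1.6 ng GST-GSK3beta enzyme per well | Reagent: 25 µM ATP with peptide substrate | Schedule: 60 min enzyme reaction, room temperature | Signal: Luminescent ADP-Glo measurement of ADP formed | Read-out basis: Score relative to plate controls | Control set: DMSO and 20 µM GW8510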
HSF1 inhib: HSF1 inhibition; 0.77% of 300,000 active; activity change, negative = inhibition, % at 7.5 µM (by protocol); NIH3T3-HGL HSE-luciferase, MG132-induced, luminescence 8 h; stronger effect = lower value;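 active = more than half of replicate wells show activity change below -50%, luminescence cut by over half; inconclusive = some wells, but at most half, below -50%; inactive = no replicate well below -50%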;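 note: luciferase reports HSF-1 transcriptional activity via heat shock element; 0% = median of DMSO wells and -100% = zero luminescence signal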
HSP90 refold inh: HSP90 refolding inhibition in rabbit reticulocyte lysate | luciferase refolding luminescence, 3 h | inhibition, % at 5.6 µM | 0.91% of 290,000 active | AID 1789;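 active = inhibition above the screen-wide mean plus 3 SD, computed separately per campaign, cut at about 16% in these data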;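 note: 0% = DMSO wells and 100% = 60 µM geldanamycin wells; inhibitors lower the luminescence because luciferase stays unfolded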
GSK3 alpha inh: human GSK-3 alpha kinase inhibition; inhibition, % at 10 µM; P49840; 0.1% of 320,000 active; ADP-Glo luminescence, 60 min;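 in the data active = inhibition above about 50%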;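 note: GST-tagged GSK-3 alpha with peptide substrate and 25 µM ATP; 0% = DMSO neutral wells and 100% = GW8510 positive control wells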
DYRK1A inh: inhibitors of rat Dyrk1A kinase | Q63470 | inhibition, % at 12.5 µM | ADP-Glo luminescence, NFATc1 peptide | 0.43% of 310,000 active | AID 504441; in the data active = inhibition above about 50%;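 note: plate controls were vehicle with enzyme for no effect and no enzyme for full effect; many of its hits are not listed in these tables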
HDAC3 inh: blocks human histone deacetylase 3; inhibition, % at 8.3 µM; AID 2718; recombinant HDAC3, fluorogenic peptide/trypsin coupled, fluorescence; 0.15% of 320,000 active; in the data active = inhibition above about 26%, passing the limit was not always enough; inconclusive = no clear call, values can overlap the other calls
Target sequence (O15379 whole entry, looked up): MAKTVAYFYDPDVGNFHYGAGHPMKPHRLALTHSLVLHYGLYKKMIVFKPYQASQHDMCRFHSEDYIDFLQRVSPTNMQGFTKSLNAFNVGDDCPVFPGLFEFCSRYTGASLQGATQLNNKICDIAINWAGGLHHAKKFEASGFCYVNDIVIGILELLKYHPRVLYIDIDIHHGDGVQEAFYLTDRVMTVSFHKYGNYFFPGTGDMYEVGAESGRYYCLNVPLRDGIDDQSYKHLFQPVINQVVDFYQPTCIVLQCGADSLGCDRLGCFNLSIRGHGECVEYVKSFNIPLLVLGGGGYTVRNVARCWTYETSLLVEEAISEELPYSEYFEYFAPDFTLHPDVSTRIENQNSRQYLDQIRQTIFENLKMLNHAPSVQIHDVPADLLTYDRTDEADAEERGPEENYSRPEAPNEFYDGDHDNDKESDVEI
HSF-1 act: increases HSF-1 driven luciferase reporter signal; NIH3T3-HGL HSF-1 luciferase reporter, MG132, 8 h; 100% = twice DMSO control signal; activation, % at 9 µM; 1.7% of 300,000 active;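 active = mean replicate activation of at least 50% with a set share of replicates each reaching 50%; inconclusive = only one of those two conditions met; inactive = mean below 50% and too few replicates reaching it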;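 note: 0% = median of the neutral control wells and 100% = twice that signal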
AI-2 QS modul: modulates the Vibrio harveyi AI-2 quorum sensing system. Vibrio harveyi JMH597 AI-2 luminescence/OD600 ratio, 9 h; stronger effect = lower value; strain lacks LuxN and CqsS sensors; 0 = neutral-control median. activity change, % at 7.5 µM. 0.4% of 300,000 active; in the data active = activity change below about -75%, passing the limit was not always enough; inconclusive = no clear call, values can overlap the other calls;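 note: luminescence divided by OD600 gain over 9 h not by final OD600 alone; inactives centre near 13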
Platelet DG rel: modulates dense granule release in human platelets; human platelet-rich plasma, SFLLRN dense granule ATP release, luminescence; inhibition, %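 (compounds screened at 7.5 µM in platelet-rich plasma)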; AID 1663; 0.22% of 300,000 active;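 active = mean replicate score, as percent of positive control, at or above 50; inconclusive = mean below 50 but at least one replicate at or above 50; inactive = mean and every replicate below 50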
PolyA inh: blocks polyadenylation in yeast reporter cells. S. cerevisiae SKY197-pL101 polyadenylation reporter, beta-gal luminescence; efflux-impaired pdr1/pdr3 knockout yeast; score 100 = 6 SD above DMSO. calls only at 12 µM. 0.02% of 300,000 active;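 active = lowest replicate activity score at least 50, where 100 means six control SD above control mean; inconclusive = lowest score under 50 but half or more replicates reach 50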;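 note: yeast exposed to compound for 9 h at 30 °C; higher score means more reporter readthrough which indicates perturbed polyadenylation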
An asterisk follows results filed as active; i = inactive; ? = inconclusive; . = no result given. A portion of the library; rates above refer to the full screens.

GSK3B inh	HSF1 inhib	HSP90 refold inh	GSK3 alpha inh	DYRK1A inh	HDAC3 inh	HSF-1 act	AI-2 QS modul	Platelet DG rel	PolyA inh	compound
0	-1	-1	1	-4	0	-12	15	6	i	CCCC(c1nnnn1CCc1ccccc1)N1CCN(C(=O)c2ccco2)CC1 (centres undefined)
-6	-7	-2	1	1	-10	-8	17	3	i	COC(=O)c1ccc(NC(=O)c2cccc(C)c2[N+](=O)[O-])cc1
4	-5	-2	.	3	5	3	12	8	i	CCOC(=O)Cc1csc(NC(=S)NC(=O)CC(C)C)n1
-3	-3	-2	-1	-2	3	3	4	-22	i	CCN1CCN(c2nc(N(C)c3ccccc3)nc(N)c2[N+](=O)[O-])CC1
-1	.	0	3	-3	?	.	-4	-12	.	Cc1cc(CN2C(=O)c3ccccc3C2=O)on1
1	4	-1	-3	-9	6	15	20	18	i	COc1ccc(C(c2c(O)cc(C)oc2=O)c2c(O)cc(C)oc2=O)cc1
3	-4	-3	-1	7	-8	7	28	2	i	O=c1cnn(Cc2c(Cl)cccc2Cl)c2ccccc12
-3	3	5	-2	3	6	5	4	-26	i	Cc1ccc(S(=O)(=O)N2CCOCC2)cc1C(=O)N1c2ccccc2Sc2ccccc21
2	-1	2	-1	-3	-2	-17	0	-1	i	Cc1nc(N2CCOCC2)[nH]c(=O)c1[N+](=O)[O-]
4	-42	3	-1	4	5	-44	10	-4	i	CCOC(=O)c1ccc(NC(=O)Nc2ccc(OC)c(OC)c2)cc1
-1	-1	1	-3	.	-3	11	24	-6	i	CC(CCc1ccco1)NC(=O)CCc1nnc2ccc(NCc3ccccc3Cl)nn12 (centres undefined)
5	39	2	1	1	-5	92*	17	-3	i	COc1ccc(C2=NN(S(C)(=O)=O)C(c3ccc4nccnc4c3)C2)cc1 (centres undefined)
-2	-4	7	-3	3	-1	1	18	1	i	COc1ccc(CN(C)C(=O)Cc2ccsc2)c(OC)c1OC
2	-3	-2	1	0	1	-13	14	10	i	COc1ccc(C(C(=O)NCC2CCCO2)N(C(=O)CNC(=O)c2ccco2)c2cc(C)cc(C)c2)cc1OC (centres undefined)
2	0	-4	-2	-3	-2	4	-6	2	i	COC(=O)CCc1ccc(O)cc1
2	4	-1	2	7	-4	8	12	5	i	CCSc1nc(NCCN(C)C)c2c3c(sc2n1)COC(C)(CC)C3 (centres undefined)
1	-10	-1	.	-6	9	25	71	-4	i	Cc1ncsc1CCOC(=O)C12CC3CC(CC(C3)C1)C2
-2	.	6	-3	-1	6	.	24	10	.	Cc1nnc(NC(=O)CSc2ccccn2)s1
-2	13	-2	1	1	-9	21	3	1	i	COc1ccc(OC)c(NC(=O)Nc2ccc3c(c2)OCO3)c1
3	4	-6	-1	-7	2	10	26	-3	i	CCOC(=O)c1cccnc1SCC(=O)Nc1ccc(C)cc1
-3	-3	-1	7	2	2	26	19	3	i	CCN(CC)C(=O)C(=O)N/N=C/c1ccc(Cl)cc1Cl
3	-8	1	-2	.	-2	-2	16	0	i	C=CCC1CCC/C(=N\NS(=O)(=O)c2ccc(C)cc2)C1 (centres undefined)
-5	40	2	4	13	12	84*	-15	72*	i	O=C(/C=C/c1ccc(O)cc1)c1ccccc1
.	-4	.	-1	-1	-1	2	.	-7	i	CC(=O)Nc1ccc(NC(=O)COc2ccc(-c3ccc(C#N)cc3)cc2)cc1
0	-3	-6	.	-6	-1	-2	7	-6	i	O=C(Cc1c(Cl)cccc1Cl)Nc1ccncc1

(next part)
GSK3B inh	HSF1 inhib	HSP90 refold inh	GSK3 alpha inh	DYRK1A inh	HDAC3 inh	HSF-1 act	AI-2 QS modul	Platelet DG rel	PolyA inh	compound
2	3	1	-1	-3	4	-4	26	-1	i	N#C/C(=C\c1ccccc1)C(=O)NC1CC1
.	2	-2	-2	19	3	18	.	-5	i	COc1ccc(CC(=O)n2nc(-c3ccc(Cl)cc3)nc2NCc2ccco2)cc1
0	-2	8	-1	-1	-2	18	2	-3	i	COc1ccccc1NC(=S)NCc1cccs1
1	-1	3	-1	1	1	-1	?	3	i	COc1ccc(C(=O)CCC(=O)Nc2cccc(Cl)c2)cc1
4	4	-4	-2	10	5	7	7	2	i	Cc1ccc(NC(=O)c2cc(-c3cc(C)c(C)cc3O)n[nH]2)cc1C
1	3	4	-1	2	-9	0	18	2	i	O=C(c1cnccn1)N(Cc1ccco1)C1(C(=O)NC2CCCC2)CCCCC1
2	.	4	-1	-2	-2	.	12	-2	i	O=C(C1CCCCC1)N1CCN(c2ncccn2)CC1
-2	13	2	9	10	-2	28	16	-1	i	CCCc1[nH][nH]c(=O)c1C(c1cccc(Cl)c1)C(C#N)C#N (centres undefined)
1	-2	1	-3	-6	1	6	-1	6	i	Cc1cccc(C(=O)NC(=S)NCc2cccnc2)c1
-2	-12	6	2	-4	-8	-9	6	19	i	CN(C)c1ccc(/C=C2\N=C(C(C)(C)C)OC2=O)cc1
-1	2	6	-1	1	1	5	15	-3	i	O=C(NCCCCC(NC(=O)C1CCCCC1)C(=O)O)c1ccccc1 (centres undefined)
0	1	-5	0	1	-4	1	19	-2	i	COc1ccc(CNC(=O)C2CCN(S(=O)(=O)c3ccc4c(c3)CC(C)N4C(=O)C3CC3)CC2)cc1 (centres undefined)
1	.	4	-5	2	4	.	3	-3	i	Cc1ccc(S(=O)(=O)NCc2cn3c(C)csc3n2)cc1
-3	-11	0	0	3	0	-5	42	22	i	C=CCOc1ccc(CNn2cn[nH]c2=S)cc1
1	6	1	-1	2	-5	36	25	-3	i	CC1CC(C)(C)CC2(C1)NC(=S)N(c1ccccc1)N2 (centres undefined)
3	19	1	-1	.	-1	30	22	3	i	CCOc1ccc(NC(=O)c2ccc(CC)s2)c([N+](=O)[O-])c1
2	-7	0	0	-2	-1	-11	22	9	i	COC(=O)c1cc(C#N)c(N2CC(C)OC(C)C2)nc1C (centres undefined)
-4	-3	-6	1	1	5	-8	29	-1	i	Cc1cc(NC(=O)CCC(=O)N(CC(=O)NCC2CCCO2)c2ccccc2)no1 (centres undefined)
0	-6	-5	0	0	1	-6	-4	-2	i	O=C(NCCN1CCCC(O)C1)c1cc(COc2c(F)cccc2F)on1 (centres undefined)
2	-31	1	0	18	4	-32	7	9	i	O=C1C(C=NCCN2CCOCC2)=C(O)c2ccccc21
3	-6	4	4	-6	6	-10	16	-4	i	CCN(CC)S(=O)(=O)c1cccc(-c2n[nH]c(=S)n2CC(C)C)c1
3	-10	4	-11	-6	-4	-8	-62	0	i	COc1ccc(CNc2ccc(C)cc2)cc1Br
-1	-5	0	0	1	1	4	18	9	i	COc1ccc(C(=O)NCC(=O)NCC(=O)OCC(=O)c2ccc(C)cc2)cc1
4	3	-1	-1	-7	-5	-3	14	4	i	CC(=O)N(c1cccc(C)c1)C1SC(=O)N(c2ccccc2)C1=O (centres undefined)
-3	1	2	-4	-5	1	-3	-1	-2	i	COCCCNCCOCCOc1ccc(C)cc1[N+](=O)[O-]

Brought forward from above: three compounds, followed by the next part.
GSK3B inh	HSF1 inhib	HSP90 refold inh	GSK3 alpha inh	DYRK1A inh	HDAC3 inh	HSF-1 act	AI-2 QS modul	Platelet DG rel	PolyA inh	compound
-1	-5	0	0	1	1	4	18	9	i	COc1ccc(C(=O)NCC(=O)NCC(=O)OCC(=O)c2ccc(C)cc2)cc1
4	3	-1	-1	-7	-5	-3	14	4	i	CC(=O)N(c1cccc(C)c1)C1SC(=O)N(c2ccccc2)C1=O (centres undefined)
-3	1	2	-4	-5	1	-3	-1	-2	i	COCCCNCCOCCOc1ccc(C)cc1[N+](=O)[O-]
3	-4	-1	7	-2	-2	1	34	0	i	O=C(CN(c1ccc(F)cc1)S(=O)(=O)c1ccccc1)Nc1ccccc1C(=O)O
2	2	1	1	18	-2	9	3	12	i	COc1ccccc1NC(=S)NCc1ccc(F)cc1
-3	6	3	-1	-4	7	9	5	2	.	C=CCN(CC=C)C(=O)CN1C(=O)NC(C)(c2ccc3cc(OC)ccc3c2)C1=O (centres undefined)
-8	4	-3	2	10	.	18	3	5	i	Cc1cccc(-c2nc(Nc3ccc(N4CCOCC4)cc3)c3ccccc3n2)c1
3	-2	.	-2	-2	5	-5	8	18	i	Cc1c(C(=O)N2CC3(CC(c4cccc(NC(=O)[C@H]5CCC(=O)N5)c4)=NO3)C[C@@H]2C(N)=O)cc([N+](=O)[O-])cc1[N+](=O)[O-] (some centres undefined)
0	8	3	0	1	0	25	0	2	i	O=C(CNC(=O)c1ccccc1Br)N/N=C/c1ccccc1O
-3	29	0	0	-3	2	35	24	-4	i	COc1ccc(NC(=O)CSc2nc3n[nH]c(C)c3c(=N)n2-c2ccc(Cl)c(C)c2)cc1OC
-3	-5	-3	4	0	6	14	28	-1	i	Cc1cccc(N2CC(C)Cn3c2nc2c3c(=O)[nH]c(=O)n2C)c1 (centres undefined)
0	-7	-5	2	4	1	5	17	2	i	CCOc1ccccc1Nc1nnc(SCC(=O)NC(=O)c2cccn2C)s1
3	-3	0	-3	-8	10	-1	5	9	i	CC(Sc1nc(N2CCOCC2)nc(N2CCOCC2)n1)C(=O)Nc1ccccc1 (centres undefined)
-2	-5	1	1	8	2	-15	55	1	i	Cc1nc(SCc2ccc(Cl)cc2)ncc1C(=O)O
-3	6	-3	-2	-2	-6	12	21	8	i	O=C(CCCN1C(=O)c2ccccc2C1=O)N1CCC(c2ccccc2)C1 (centres undefined)
-1	19	2	1	9	0	27	12	-2	i	CC(C#N)Sc1ncnc2sc(-c3ccccc3)cc12 (centres undefined)
2	-2	-12	2	-1	0	-14	22	8	i	COC(=O)[C@@H](NC(=O)NCc1ccccc1F)C(C)C
-3	-4	4	-3	2	-1	-16	14	-2	i	CCOc1ccc(Br)cc1/C=N/NC(=O)c1ccncc1
0	4	2	0	1	-2	-17	7	7	i	O=C(OCCN1CCCC1=O)c1cncc(Br)c1
-1	8	-2	-2	16	-1	-11	-3	31	i	COc1cc(/C=C2/C(=N)N3N=C(C)SC3=NC2=O)ccc1OS(=O)(=O)c1ccc(C)cc1
0	-1	-3	0	-4	0	20	15	-3	i	COCCCN1C(=O)c2ccc(C(=O)Nc3ccc(C)cc3C)cc2C1=O
2	-64*	36*	-2	13	1	-70	-3	12	i	O=C(O)c1ccc(N/N=C/c2cn(Cc3ccccc3F)c3ccccc23)cc1
-2	-3	-3	-2	0	1	-2	2	11	i	CC(=O)OCC(=O)N1CCN(c2ccc([N+](=O)[O-])cc2)CC1
3	7	1	0	7	-4	7	21	14	i	COc1ccc(N=c2oc3cc(O)ccc3cc2C(=O)Nc2ccccn2)cc1OC
0	-3	0	-2	-2	-5	0	5	4	i	COc1ccc(CCNC(=O)C2CCN(c3nccc(C)n3)CC2)cc1
